TSHR antag = antagonists of human thyroid stimulating hormone receptor; P16473; TSHR-expressing cells, TSH-stimulated cAMP HTRF, 2 h; hits give low values; activity change, negative = inhibition, % at 11.5 µM; 330,000 compounds, 0.2% hits;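 active = activity change below a set negative limit, meaning inhibition stronger than a set level, cut at about -70% in these data; inconclusive = activity change between two set negative limits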; note: % is set by controls: 0 for no effect and ±100 for the full control effect
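Cell-based HTRF cAMP assay; TSHR cells + compound, TSH EC80 (4nM final), 2 h, 37 deg C. Lysis with anti-cAMP cryptate and cAMP-d2, 30 min RT, read 665/620 nm.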
Giardia killer = Giardia lamblia killing | Giardia lamblia trophozoite viability | activity change, % at 7.66 µM, hits read low | 340,000 compounds, 0.15% hits | AID 540267; in the data active = activity change below about -80%; inconclusive = between about -30% and that limit;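 note: parasites exposed to compound for two days anaerobically before the ATP read; % is set by controls: 0 for no effect and ±100 for the full control effect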
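Anaerobic 48 hrs incubation at 37 deg C of 100 trophozoites/well with test compounds; ATPLite 1-Step luminescence, 15-30 min RT, reports cellular ATP as viability.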
Chronic BCR inh = inhibitors of chronic active B-cell receptor signaling; ABC-DLBCL IkBa-CBG/CBR reporter, luminescence ratio, 4 h; Potency, µM (top dose mostly 46.1 µM), for the others: top-dose ratio change, negative = lower green/red ratio, most hits filed as inhibitors; 340,000 compounds, 0.05% hits; active = well fitted inhibition curve with a large enough effect in the signal ratio, with a control signal flat, not every such curve was filed as active; inconclusive = small, poorly fitted or top-dose-only effect, or effect the other way, or a change in a side signal; the % refers to the signal ratio;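 note: potency is the fitted concentration of half-maximal effect; plate controls were basal doxycycline-induced cells for no effect and cells given 10 µM MG132 for full effect; MG132 reads +100%, hits lower the ratio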
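Concentration-response series (up to 46 uM) were applied to TMD8 dual-reporter cells for 4 h at 37C with doxycycline. Green/red ratio, after filter-overlap correction, defined %Activity; red signal alone was normalised to basal cells and zero luminescence.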
CXXC DNA block = MLL CXXC-DNA interaction inhibition; Potency, µM (top dose mostly 115 µM), without a hit: top-dose activity change, negative = inhibition, usual class: inhibitors; MLL-CXXC / FITC-HOXA9 DNA fluorescence polarization; 290,000 compounds, 0.037% hits; Q03164; active = well fitted inhibition curve with a large enough effect in the polarisation, with a control signal flat, not every such curve was filed as active; inconclusive = small, poorly fitted or top-dose-only effect, or effect the other way, or a change in a side signal; inactive = no such curve, though single readings can be large or run the other way; the % refers to the polarisation; note: potency is the fitted concentration of half-maximal effect
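Fluorescence polarization: 7 uM MLL-CXXC (stock) preincubated 5 min with compounds, then 50 nM fluorescein-HOX-A9 DNA (stock) added; 30 min ambient. Buffer 50 mM Tris-HCl pH 7.5, 50 mM NaCl, 1 mM DTT, 0.05% BSA.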
GALK inhibitor = blocks human galactokinase activity; P51570; Purified GALK, Kinase-Glo residual ATP luminescence; Potency, µM (top dose mostly 57.5 µM), without a hit: at the top dose activity change, negative = inhibition, actives largely listed as inhibitors; 270,000 compounds, 0.007% hits; AID 1868; note: potency is the fitted concentration of half-maximal effect; % is set by controls: 0 for no effect and ±100 for the full control effect
Target sequence (P51570 whole entry, looked up): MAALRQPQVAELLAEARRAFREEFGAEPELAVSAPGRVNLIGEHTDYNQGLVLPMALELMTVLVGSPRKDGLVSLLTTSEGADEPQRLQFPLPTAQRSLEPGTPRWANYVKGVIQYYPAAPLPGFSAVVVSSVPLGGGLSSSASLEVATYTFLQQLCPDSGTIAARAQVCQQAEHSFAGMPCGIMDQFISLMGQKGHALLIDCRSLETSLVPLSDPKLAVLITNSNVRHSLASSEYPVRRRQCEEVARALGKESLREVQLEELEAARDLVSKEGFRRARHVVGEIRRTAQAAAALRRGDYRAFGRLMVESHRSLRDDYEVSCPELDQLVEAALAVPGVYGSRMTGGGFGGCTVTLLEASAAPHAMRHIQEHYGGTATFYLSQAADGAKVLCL
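5 nM enzyme, 35 uM ATP, 100 uM galactose, 20 mM HEPES pH8.0, 5 mM MgCl2; 1 h RT; residual ATP by Kinase-Glo Plus luminescence, qHTS format.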
TCR activator = activates T cell receptor signaling | primary human leukocytes, anti-CD3, IL-2 HTRF, 48 h | Potency, µM (doses to about 9.22 µM), inactives show at the highest dose activation of IL-2 secretion, most hits filed as activators | AID 504894 | 330,000 tested, under 10 active; note: % of control where 0% means no effect
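Primary human leukocytes receive a-CD3 beads and test compound and are incubated 48 hr. Secreted IL-2 is then assayed by HTRF, measuring 665nm acceptor emission after 320nm excitation of the europium donor.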
hERG WT inh = blocks the wildtype human KCNH2 potassium channel; Q12809; U2OS, BacMam KCNH2, thallium flux FluxOr; hits give low values; activity change, % at 1.84 µM; 340,000 compounds, 0.37% hits; AID 720551;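 active = maximum activity change below -70%; inconclusive = maximum activity change between -70% and -50%; inactive = maximum activity change above -50%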; note: % is set by controls: 0 for no effect and ±100 for the full control effect
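U2OS cells transduced with wild-type KCNH2 virus are loaded with FluxOr dye for 45 min, and thallium flux is measured in kinetic reads before and after stimulation buffer. Rate constants are normalized to DMSO controls.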
FBPA coupling cs = counter-screen for Giardia aldolase inhibitors: coupling enzyme system; coupling enzyme system counterscreen, AmpLite Red fluorescence; activity change, negative = inhibition, % at 58.2 µM, hits read low; 290,000 compounds, 0.67% hits; AID 2472; in the data active = activity change below about -30%; note: % is set by controls: 0 for no effect and ±100 for the full control effect
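Counterscreen of the coupled detection system alone, without aldolase: glyceraldehyde-3-phosphate coupling enzymes plus AmpLite Red readout. Compounds at 57.5 uM final, 10 min RT preincubation, 20 min RT reaction, fluorescence 525/598 nm.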
Tb PFK inh = T. brucei PFK enzyme inhibition; O15648; 330,000 compounds, 0.17% hits; T. brucei PFK, ADP-Glo luminescence; Potency, µM (series often up to 57.5 µM), inactives show top-dose activity, negative = inhibition, usual class: inhibitors;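 note: potency is the fitted concentration of half-maximal effect; 0% = uninhibited 1x PFK enzyme wells and -100% = no-enzyme wells; nearly all actives have a fitted effect of over 60% in size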
Target sequence (O15648 whole entry, looked up): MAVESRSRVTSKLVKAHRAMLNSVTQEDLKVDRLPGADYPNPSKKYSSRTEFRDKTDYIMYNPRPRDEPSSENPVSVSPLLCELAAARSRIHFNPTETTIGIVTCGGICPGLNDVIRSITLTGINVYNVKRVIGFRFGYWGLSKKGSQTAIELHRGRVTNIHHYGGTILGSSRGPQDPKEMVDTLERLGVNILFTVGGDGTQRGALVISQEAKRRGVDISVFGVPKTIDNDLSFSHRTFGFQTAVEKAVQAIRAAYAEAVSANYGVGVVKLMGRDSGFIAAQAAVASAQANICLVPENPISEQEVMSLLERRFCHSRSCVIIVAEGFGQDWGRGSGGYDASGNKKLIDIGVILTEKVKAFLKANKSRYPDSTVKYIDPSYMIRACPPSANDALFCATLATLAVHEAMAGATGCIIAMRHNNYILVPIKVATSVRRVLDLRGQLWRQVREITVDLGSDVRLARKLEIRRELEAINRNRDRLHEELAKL
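Compounds were pin-transferred as a titration series up to 57 uM into substrate buffer (0.5 mM F6P, 0.1 mM ATP, pH 8.0), then 1.25 nM PFK was added and reactions ran 45 min before ADP-Glo detection.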
AT treatment = potential ataxia-telangiectasia treatments restoring KAP-1 phosphorylation; 320,000 compounds, 0.19% hits; […] A-T fibroblasts, KAP-1 phosphorylation AlphaLISA; neocarzinostatin DNA damage 30 min before lysis; Potency, µM (highest dose often 57.5 µM), for inactives: top-dose activation, hits mostly activators; note: potency is the fitted concentration of half-maximal effect; % of control where 0% means no effect; nearly all actives have a fitted effect of over 45% in size
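hTERT-immortalized A-T patient fibroblasts ([…]), 500 cells/well in OPTI-MEM, 1% FBS, got compounds for 60 min, then NCS for 30 min at 37C. Lysates were then assayed for phospho-KAP-1 by AlphaLISA (anti-pKAP1 donor, anti-KAP1 acceptor beads), 6 hr at 25C.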
An asterisk follows results filed as active; u = inconclusive; x = no result given; & = joins results of further samples; [ ] = dose if it differs, or a comment. Unless noted, calls come from the whole dose curve; as a rule, active = well fitted curve in the direction sought with a large enough effect; inconclusive = small, poorly fitted or top-dose-only effect, or another doubt; inactive = no such curve, though single readings can be large; an effect the other way counts as inactive or inconclusive.

The line under a structure holds: TSHR antag, Giardia killer, Chronic BCR inh, CXXC DNA block, GALK inhibitor, TCR activator, hERG WT inh, FBPA coupling cs, Tb PFK inh, AT treatment
CC1CN(c2ccccc2)c2nc3c(c(=O)[nH]c(=O)n3C)n2C1 (stereo not drawn)
→ 3, 7, u, -2%, -1%, 0%, -4, 3, 6%, -33%
CCCCNc1nnc(SCC(=O)c2c(N)n(CCC)c(=O)[nH]c2=O)s1
→ -10, -2, -1%, x, x, x, -15, x, -1%, 0%
COc1ccccc1NCCC(=O)OCC(=O)Nc1ccc(Cl)cn1
→ -13, -8, -2%, -4%, 2%, -8%, -12, -1, 0%, 2%
Cc1c(C(=O)N2CCCC2)oc2c1-c1nn(CC(=O)NCCCN3CCCCC3C)cc1CC2 (stereo not drawn)
→ 28, 6, 1%, 41%[activator], -5%, -1%, -10, -26, 3%, 5%
C/C(=N/NC(=O)c1ccccc1O)c1ccc(N2C(=O)C3CCCCC3C2=O)cc1 (stereo not drawn)
→ -9, 0, u, -5%, -3%, x, -6, 1, 8%, 0%
O=c1cc(N2CCN(Cc3ccccc3)CC2)[nH]c(=O)n1-c1cccc(C(F)(F)F)c1
→ -5, 12, 5%, 4%, -4%, 0%[46.1 µM], -27, 1, -4%, -4%
O=C(CCc1nnc2ccc(N3CCC4(CC3)OCCO4)nn12)NCc1ccc(F)cc1
→ 17, 24, -21%, -2%, -1%, -12%, 5, -2, 1%, -2%
COc1cccc(NC2=NC3(CCCCC3)N=C(N)N2)c1
→ 2, -6, u, 4%, 1%, x, -2, 2, -1%, 0%
CC1CCCN(C(=O)c2cc3c(-c4ccc(Cl)cc4)nn(C)c3s2)C1 (stereo not drawn)
→ -9, 5, -8%, -4%, -1%, 5%[46.1 µM], 8, 2, 2%, 1%
Cc1ccc(-n2c(SCC(=O)O)nc3c(sc(=S)n3-c3ccc(C)c(C)c3)c2=O)cc1
→ -15, -18, -1%, -6%, x, -1%, 9, -18, -9%, -5%
O=C(CSc1nc2[nH]ncc2c(=O)[nH]1)NCc1ccc(F)cc1
→ 3, -8, 3%, 2%, -1%, 6%[46.1 µM], -4, 0, 0%, -3%
CCN1CCN(c2nc(-c3ccccc3)c3ccccc3n2)CC1
→ -6, -6, u, -4%, -3%, -8%, 41, -1, 0%, 6%
COc1cccc(OC)c1C(=O)N1CCN(Cc2ccc3c(c2)OCO3)CC1
→ 7, 3, -3%, 9%, 2%, -7%, -1, 3, -1%, -2%
N#C/C(=C(O)\C=C\c1ccccc1)c1nc2ccccc2[nH]1
→ -3, -9, u, 19%, x, -3%, 1, 4, 2%, -8%
COc1ccc(Cl)cc1N1C(=O)C2CCCN2C1c1cccc(F)c1 (stereo not drawn)
→ 0, 0, -28%, 7%, 2%, -1%, 3, -4, -4%, 6%
CC(=O)Nc1ccc(S(=O)(=O)NCCN2CCNC2=O)cc1Cl
→ 29, -15, 1%, 51%[activator], -7%, 1%, -8, x, 9%, -6%
Nn1c(SCC(=O)Nc2cccc(C(F)(F)F)c2)nncc1=O
→ 13, -5, u, 17%, 6%, -3%, -17, 0, -2%, 1%
COC(=O)Cc1c(C)nc2nc(NCc3ccc(Cl)cc3)[nH]n2c1=O
→ 42, 8, u, 1%, 0%, x, 2, 4, -3%, x
O=C(NNC(=S)Nc1ccc(F)cc1)c1ccccc1OC(F)F
→ 8, -8, u, 5%, -4%, x, -2, 1, 2%, -4%
CCCCN(CC)CCNC(=O)CCNC(=O)Cn1ccc2ccccc2c1=O
→ -13, -4, 8%, -4%, 0%, 0%, -4, 0, 1%, 2%
O=C(C[n+]1ccccc1)N/N=C/c1ccccc1C(F)(F)F
→ 0, 0, 3%, -3%, 8%, 6%, -48, 0, 6%, -5%
CC(C)C[C@H](NC(=O)C1(c2ccccc2)CCN(C(=O)OC(C)(C)C)CC1)C(=O)N1CCC[C@H]1C(=O)O
→ -10, -3, 1%, 5%, -1%, -3%, -1, x, 0%, 2%
CCOC(=O)N/N=C/c1cc(OC)c(O)c(OC)c1
→ -2, -13, -4%, 0%, 2%, 1%[46.1 µM], 1, 2, 0%, 0%
CCN1C(=O)[C@H]2[C@@H](c3ccc(OC)cc3)N3C(=O)CN(Cc4ccccc4)C(=O)[C@@]3(C)[C@H]2C1=O
→ -4, -15, -1%, 3%, x, -2%, -6, -3, 0%, 0%
COc1ccc(CNC(=O)c2cccc(S(=O)(=O)N3CCN(c4ccc(F)cc4)CC3)c2)cc1
→ -11, 6, 2%, x, x, 1%, 23, x, 5%, -4%
Cc1ccc(C(=O)N/C(=C\c2ccc(-c3ccc([N+](=O)[O-])cc3)o2)C(=O)NC2CCS(=O)(=O)C2)cc1 (stereo not drawn)
→ -15, 1, u, 17%, 1%, 2%[46.1 µM], -4, 2, -13%, 0%
O=C(Nc1nnc(Cc2ccc([N+](=O)[O-])cc2)s1)c1ccc2c(c1)OCO2
→ -1, 5, 3%, -14%, 4%, 2%, 2, 2, -9%, -36%
Cc1ccc(SCC(=O)Nc2ccccc2N2CCOCC2)cc1
→ 31, 4, 1%, 4%, 0%, -1%, 1, x, -6%, 3%
COc1ccc([C@H]2CC(=O)C=C(c3ccc(OC)cc3OC)C2)cc1
→ 4, 7, u, x, x, 4%, -3, x, 7%, 6%
COn1c(SCC(=O)N(C)C)nc2ccccc2c1=O
→ 7, -4, 3%, -7%, 6%, -2%, -3, -1, -1%, -3%
O=C(Nc1sc2c(c1C(=O)NCC1CCCO1)CCCC2)c1cccs1 (stereo not drawn)
→ -1, 2, 1%, 1%, 0%, 3%, 2, 1, 4%, 4%
COc1ccc(-n2nc(C(=O)NCC(=O)N3CCN(Cc4ccccc4)CC3)c3ccccc3c2=O)c(OC)c1
→ 3, -18, 7%, -9%, -2%, 5%, 1, 0, -2%, -1%
COc1ccc(-c2nnc(SCC(=O)NC3CC3)o2)cc1
→ 18, 2, 0%, x, x, 5%, -6, x, 1%, -1%
C=CCc1ccc(OCC(O)CN2CCN(c3ccccc3OC)CC2)c(OC)c1 (stereo not drawn)
→ 15, 3, -13%, u, 1%, -21%, -5, 0, 4%, -10%
Cn1nnnc1SCC(=O)N1N=C(c2ccc(Cl)cc2)CC1c1ccco1 (stereo not drawn)
→ x, -1, 3%, x, x, x, 5, x, 0%, 10%
Cn1cccc1C(=O)c1ccc(Cl)cc1Cl
→ -2, -6, -3%, -1%, 5%, -95%, 19, 1, -2%, 5%
N#C/C(=C\c1ccc(O)c(O)c1)C(=O)NCc1ccccc1
→ -17&1, 11, u, 43%[activator], x, 4%, 11, -1, -10%, -25%
O=C(OCc1csc(Nc2ccccc2)n1)c1ccc(Cl)cc1
→ 14, -12, -3%, 1%, -3%, 8%[46.1 µM], -6, -1, 1%, 5%
O=C(c1ccc(F)cc1)N1CCC(n2nnc3ccccc32)CC1
→ 6, -14, u, 10%, -1%, -5%, 4, -3, -1%, 8%
COc1cccc(-c2csc(N3CCN(CC(=O)Nc4ccc5c(c4)OCO5)CC3)n2)c1
→ 18, 8, -24%, 17%, -5%, -4%, -20, 1, 20%, -2%
Cc1ccc(NC(=O)CSc2nncn2-c2ccccn2)cc1Cl
→ 8, 17, u, 2%, 0%, -9%, 2, -2, -2%, 1%
CC1CN(Cc2ccccc2)c2nc3c(c(=O)[nH]c(=O)n3C)n2C1 (stereo not drawn)
→ 4, -6, -16%, -2%, x, 3%, 7, 0, -8%, -11%
COC(=O)C1=C(N)Oc2cc(C)n(C)c(=O)c2C1c1ccc(Cl)cc1 (stereo not drawn)
→ -4, -7, 2%, 5%, 5%, 9%, -5, 11, -4%, 7%
CCN(CC)CCN(C(=O)c1ccc2ccccc2c1)c1nc2ccc(OC)cc2s1
→ 1, 24, -16%, 5%, -1%, 12%, 20, -1, 1%, 1%
O=C(O)CCC(=O)N1CCc2c([nH]c3ccccc23)C1C(F)(F)F (stereo not drawn)
→ -1, -5, -3%, -8%, 3%, 6%, -2, -1, -1%, 5%
CC(=O)Nc1ccc(S(=O)(=O)N(CC(=O)NC2CC2)Cc2ccccc2)cc1
→ 25, 3, -3%, x, x, 5%, 3, x, 0%, 1%
C=C(C)COc1ccc(-c2ncncc2-c2ccc(Cl)cc2)c(O)c1
→ -1, -1, 3%, u, 5%, -4%, -3, 4, -3%, 27%
Nc1c(C(=O)c2ccccc2)sc2snc(SCC(=O)c3ccccc3)c12
→ -7, 14, -9%, u, -2%, 4%, -8, 5, 2%, 1%
CCOc1ccc(N(CC(=O)Nc2c(C)n(C)n(-c3ccccc3)c2=O)S(=O)(=O)c2ccccc2)cc1
→ -6, 5, 2%, 39%[activator], -2%, -4%, 6, 5, 1%, 1%
COc1ccc(OC)c(/C=C/C(=O)OCC(=O)NCc2ccco2)c1
→ 23, 9, -1%, x, x, -2%, -1, x, 4%, 17%
